Screening data deposited in PubChem by Broad Institute.
Statin myotox sup – protects C2C12 myotubes from simvastatin toxicity | ATP luminescence, 48 h; scaled: DMSO 0, geranylgeraniol control 100 | rescue of ATP level, % at 7.49 µM | 330,000 compounds, 0.78% hits;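 active = mean ATP rescue above about 67%, or every replicate alone reaching that limit, limit read from the data, passing the limit was not always enough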;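 also: myotubes were challenged with 10 µM simvastatin during compound exposure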
PGC1a acetyl inh – PGC1a acetylation modulation, inhibitor mode | 350,000 compounds, 0.17% hits | inhibition, % at 15.6 µM | U2OS PGC1a acetylation, AlphaScreen anti-acetyl-lysine; with virally co-expressed GCN5 acetyltransferase;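 active = every replicate shows inhibition of at least 40%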;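 also: 0% = neutral control wells and 100% = positive control wells; some results beyond the cut were filed as inactive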
PAX8 inh HTS – PAX8 transcriptional activity inhibition; 360,000 compounds, 1.2% hits; RMG-I TPO-luciferase reporter, SteadyGlo, 24 h; AID 652154; inhibition, % at 12.6 µM;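 active = mean replicate inhibition at least 60% with every replicate also reaching 60%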;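 also: luciferase light reporting Pax8 driven TPO promoter activity; plate controls were median of neutral control wells for no effect and mitoxantrone controls for full effect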
PglD inh – inhibitors of Campylobacter jejuni PglD acetyltransferase. purified PglD enzyme, DTNB colorimetric CoA detection. inhibition, % at 12.5 µM. 360,000 compounds, 0.098% hits; in the data active = inhibition above about 16%, passing the limit was not always enough; also: strong numbers were not always called active
Cneo AK release – causes C. neoformans cell lysis; adenylate kinase release luminescence, 4 h; normalised: neutral wells 0, clomiphene wells 100; lysis activity, % at 15 µM; 360,000 compounds, 0.2% hits; AID 651654;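 active = mean lysis activity across replicates of at least 80%, whatever share of replicates individually reach that level; inactive = mean lysis activity below 80%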
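Material: C. neoformans cells; Schedule: 4 h static compound exposure, 37 °C, read 1 h post-reagent; Measured by: adenylate kinase release luminescence; Read-out: signal increase indicating cell lysis; Controls: Clomiphene as positive lysis control.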
ARNT-TACC3 inh – ARNT/TACC3 interaction disruption. Q9Y6A5. 390,000 compounds, 0.66% hits. AlphaScreen His-ARNT PAS-B/GST-TACC3 binding, luminescence; TACC3 fragment carries E629A point mutation. inhibition, % at 9.99 µM;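 active = mean inhibition of replicates at least 50% and at least half of replicates each reaching 50%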;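 also: 0% = complete ARNT plus TACC3 wells and 100% = ARNT alone without TACC3; many hits fall short of the cut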
GSIS activator – primary screen for activators of insulin secretion dependent on glucose, INS-1E cells, GLuc reporter luminescence; 370,000 compounds, 0.61% hits; INS-1E GLuc reporter insulin secretion, 2-3 h; activation, % at 16.6 µM;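 active = lowest replicate activation of at least 40%, so every replicate reaches that level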;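 also: 0% = median of neutral control wells and 100% = median of IBMX positive control wells; some compounds called inactive have numbers as strong as hits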
LGR2 antag – inhibitors of bursicon-induced Drosophila LGR2 receptor cAMP signaling; HEK293 LGR2, CRE-luciferase, bursicon-stimulated, 4 h; inhibition, % at 9.99 µM; 380,000 compounds, 0.35% hits; AID 720647;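 active = drop in luminescence signal, shown as inhibition above about 50% in the replicate tests, limit read from the data, passing the limit was not always enough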;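 also: agonist challenge used bursicon conditioned medium at about half maximal strength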
Active calls of the source: *; / = not tested or not shown.

SMILES | Statin myotox sup | PGC1a acetyl inh | PAX8 inh HTS | PglD inh | Cneo AK release | ARNT-TACC3 inh | GSIS activator | LGR2 antag
CCSc1ncc(/C=N/Nc2ccccc2)n1C | 92* | 4 | / | -9 | 0 | 12 | / | /
O=C(Nc1cc(C(=O)N2CCCC2)ccc1N1CCCC1)C1CC1 | 4 | -1 | / | 1 | -1 | 5 | -1 | 1
O=[N+]([O-])c1ccc(O)c(C2=NNC(c3ccccc3F)C2)c1 (stereo not drawn) | -20 | -10 | -55 | 1 | 1 | -4 | -4 | -2
COc1ccccc1N1CCN(C(=O)c2cc(-c3ccc(C)cc3)on2)CC1 | 22 | 8 | / | -4 | 2 | 3 | -22 | 12
Cc1ccc(CSCCNC(=O)CSCc2ccc([N+](=O)[O-])cc2)cc1 | 14 | 4 | / | / | / | 2 | -25 | -1
COc1ccccc1-c1ccc([C@@H]2[C@H]3CN(C(=O)c4ccncc4)CCCCN3[C@H]2CO)cc1 | / | -3 | -4 | -1 | -1 | -7 | 10 | -4
CCCCN1C(=O)C2C3C=CC(C2C1=O)C1C2C(=O)N(CCCC)C(=O)C2C31 (stereo not drawn) | / | / | 1 | / | / | -4 | 10 | -12
Cc1ccc(C(=O)N/N=C2\CCSC2)cc1[N+](=O)[O-] | / | 2 | -25 | 3 | 3 | 6 | -1 | 13
O=C(Cc1ccccc1)N1CC(=O)N2[C@H](CO)[C@@H](c3ccc(-c4ccc(F)cc4)cc3)[C@@H]2C1 | / | 2 | 36 | / | / | / | -2 | 17
C[C@@H](NC(=O)C[C@@H]1C[C@H]2c3cc(NC(=O)C4CCC4)ccc3O[C@H]2[C@@H](CO)O1)c1ccccc1 | 2 | 9 | 7 | 1 | -2 | -10 | 3 | -8
CC(C#N)(Cc1ccccc1)Nc1ccccc1 (stereo not drawn) | / | / | 2 | / | / | -3 | -4 | 7
CCN(CC)C(=O)n1c(Cc2ccccc2)nc2ccccc21 | -18 | 4 | 11 | -5 | 1 | -14 | 48* | 17
N=C1/C(=C\c2ccc(SCc3ccccc3)o2)C(=O)N=C2SC=NN12 | 4 | 6 | 14 | 0 | -3 | -9 | -5 | 0
COC(=O)c1cc(=O)n(Cc2cccs2)c(=Nc2ccc(F)cc2)s1 | 42 | / | 16 | -2 | -1 | -2 | / | 56*
COc1ccc(CC(=O)N[C@@H]2c3cc(OC)c(OC)cc3C[C@H]2OCc2ccccc2)cc1 | 9 | 6 | 5 | -5 | 1 | -1 | 32 | 3

Reprinted at random: 2 entries already listed, in no set order.
SMILES | Statin myotox sup | PGC1a acetyl inh | PAX8 inh HTS | PglD inh | Cneo AK release | ARNT-TACC3 inh | GSIS activator | LGR2 antag
CCSc1ncc(/C=N/Nc2ccccc2)n1C | 92* | 4 | / | -9 | 0 | 12 | / | /
COc1ccccc1N1CCN(C(=O)c2cc(-c3ccc(C)cc3)on2)CC1 | 22 | 8 | / | -4 | 2 | 3 | -22 | 12

Record cards, from the list above.
CCCCN1C(=O)C2C3C=CC(C2C1=O)C1C2C(=O)N(CCCC)C(=O)C2C31 (stereo not drawn) is listed with Statin myotox sup: /; PGC1a acetyl inh: /; PAX8 inh HTS: 1; PglD inh: /; Cneo AK release: /; ARNT-TACC3 inh: -4; GSIS activator: 10; LGR2 antag: -12
COc1ccccc1-c1ccc([C@@H]2[C@H]3CN(C(=O)c4ccncc4)CCCCN3[C@H]2CO)cc1 is listed with Statin myotox sup: /; PGC1a acetyl inh: -3; PAX8 inh HTS: -4; PglD inh: -1; Cneo AK release: -1; ARNT-TACC3 inh: -7; GSIS activator: 10; LGR2 antag: -4

The listing continues:
SMILES | Statin myotox sup | PGC1a acetyl inh | PAX8 inh HTS | PglD inh | Cneo AK release | ARNT-TACC3 inh | GSIS activator | LGR2 antag
O=C(C[C@H]1CC[C@@H](NC(=O)CC2CC2)[C@H](CO)O1)NCc1ccc(Cl)cc1 | 2 | 5 | 0 | 2 | 52 | 0 | -7 | 9
Cc1ccc(S(=O)(=O)N2CCN(S(=O)(=O)c3ccc(C)cc3)C3OCCOC32)cc1 (stereo not drawn) | -17 | / | / | 1 | -1 | 20 | / | /
CN(C)c1cccc(C(=O)OCC(=O)Nc2ccccc2Sc2ccccc2)c1 | 3 | 9 | 0 | / | / | 2 | 2 | 31
O=C(NCc1cccnc1)c1ccc2sc([C@@H]3O[C@H](CO)[C@H](O)[C@H](O)[C@H]3O)nc2c1 | 4 | 6 | -7 | -6 | -1 | / | 3 | 0
COc1cc(C2NC(=O)NC(c3ccccc3)=C2C(C)=O)c(Br)c(Br)c1O (stereo not drawn) | 38 | / | 6 | -2 | -2 | -10 | / | 4
Cc1ccc(S(=O)(=O)c2nc(-c3ccccc3)oc2SCC(=O)NCC2CCCO2)cc1 (stereo not drawn) | 30 | -9 | -14 | 1 | 2 | -3 | 10 | -24
CCOc1ccc(C(=S)N2CCCC2)cc1OC | / | 16 | -12 | -2 | -1 | -2 | / | /
COc1cc2c(cc1OC)C(C)N(CC(=O)Nc1ccc(S(=O)(=O)N3CCCC3)cc1)CC2 (stereo not drawn) | -2 | 4 | 15 | / | / | 2 | -8 | 0
COc1ccccc1-c1cn(CC[C@@H]2CC[C@H](NC(=O)NC(C)C)[C@@H](CO)O2)nn1 | 1 | 4 | 2 | 0 | 2 | -7 | 8 | 22
Cc1cc(N)nc(C)c1C#N | 4 | -1 | 4 | 1 | 1 | / | 7 | 9
Cc1cc(C(=O)Nc2ccc3c(c2)C(=O)N(C)[C@H]2CC[C@H](CC(=O)N[C@@H](C)c4ccccc4)O[C@H]2CO3)no1 | 36 | 1 | 8 | 4 | 7 | -14 | -12 | -20
COc1ccc(NC(=O)C[C@H]2C(=O)N(c3ccccc3)C[C@@H]2C)cc1 | 2 | 1 | -16 | -5 | 2 | / | -3 | -4
Cc1cc(C(=O)Nc2nccs2)c2cc(F)ccc2n1 | / | / | 3 | / | / | 22 | 0 | -1
COC(=O)c1ccc2c(=O)[nH]c(COC(=O)CCC(=O)c3ccc(Cl)cc3)nc2c1 | 12 | -10 | -9 | -1 | 0 | -3 | 11 | -4
CO[C@@H]1CN(C)C(=O)c2ccc(NS(C)(=O)=O)cc2OC[C@@H](C)NC[C@H]1C | -4 | 2 | / | -2 | -3 | -16 | 11 | 18

Shown as a hit in LGR2 antag, of those listed so far:
| molecule | PGC1a acetyl inh | PglD inh | ARNT-TACC3 inh | GSIS activator | LGR2 antag |
| --- | --- | --- | --- | --- | --- |
| COC(=O)c1cc(=O)n(Cc2cccs2)c(=Nc2ccc(F)cc2)s1 | / | -2 | -2 | / | 56* |

(listing goes on)
SMILES | Statin myotox sup | PGC1a acetyl inh | PAX8 inh HTS | PglD inh | Cneo AK release | ARNT-TACC3 inh | GSIS activator | LGR2 antag
C[C@@H]1CN([C@H](C)CO)C(=O)c2cccc(NC(=O)NC3CCCCC3)c2O[C@@H]1CN(C)C(=O)Nc1cccc2ccccc12 | -2 | -4 | 6 | 0 | -1 | 7 | -27 | 24
Nc1nonc1-n1nnc(C(=O)N/N=C/c2cc(Br)ccc2O)c1CNc1ccccc1 | 58 | / | 55 | -1 | -1 | -51 | -1 | 17
COCCN(C(=O)COC(=O)/C=C/c1ccc(C(F)(F)F)cc1)c1c(N)n(Cc2ccccc2)c(=O)[nH]c1=O | -3 | -2 | 6 | 4 | -5 | -2 | 32 | 3
C[C@@H]1CN([C@@H](C)CO)S(=O)(=O)c2ccc(Br)cc2O[C@H]1CN(C)C | -4 | -9 | / | 3 | 5 | 0 | 11 | 0
Cc1ccc(S(=O)(=O)N2CCCCC2)cc1NC(=O)CNc1ccccc1N1CCCC1=O | 3 | -1 | -4 | 1 | 0 | / | / | 13
CC(C(=O)N1CCN(C=O)CC1)N1C(=O)c2ccccc2C1=O (stereo not drawn) | -1 | 2 | / | -4 | 0 | -3 | / | /
O=C(N[C@@H]1CC[C@H](CCNC(=O)C2CCCCC2)O[C@@H]1CO)c1ccccn1 | -11 | -1 | -31 | -3 | 52 | 1 | -9 | 0
CC(=O)NC(c1ccco1)c1ccc2cccnc2c1O (stereo not drawn) | -4 | / | / | -4 | -1 | 63* | 2 | 20
CO[C@@H]1CN(C)C(=O)c2cc(NS(C)(=O)=O)ccc2OC[C@H](C)N(CCC(F)(F)F)C[C@@H]1C | -5 | 9 | / | 4 | -4 | -2 | 13 | 3
O=C(CC1CC1)N[C@@H]1CC[C@H](CCNS(=O)(=O)c2ccc(F)cc2)O[C@H]1CO | 6 | -4 | -5 | 2 | 4 | -5 | 12 | 1
Cc1ccc(CN2CC(C(=O)Nc3ccc(C)cn3)CC2=O)cc1 (stereo not drawn) | / | / | 5 | / | / | 7 | -4 | 10
Cc1c(C(=O)NCCN2CCOC2=O)oc2c(F)cccc12 | 4 | 15 | -15 | 0 | 3 | 15 | 11 | -2
O=C(COc1ccc(Br)cc1)N1CCN(c2ccccc2)CC1 | -7 | / | / | 1 | 0 | -5 | -19 | -14
C[C@@H]1CN([C@@H](C)CO)C(=O)Cc2cc(NC(=O)Nc3ccc4c(c3)OCO4)ccc2O[C@H]1CN(C)S(=O)(=O)c1cccs1 | -13 | -2 | -12 | 0 | -1 | 18 | -4 | 6
Cc1ccc(-c2cccc(OC(=O)c3ccccc3F)c2)cc1 | 2 | 6 | / | 0 | -3 | -3 | / | /
Cc1noc(C)c1COc1ccc(C(=O)Nc2ccccc2)cc1 | / | 0 | -23 | / | / | -3 | -4 | -51
O=C(Nc1ccnn1C1CCN(Cc2cccc(OCCO)c2)CC1)C1CCCC1 | 10 | -5 | 2 | -4 | 11 | -7 | 7 | 1
CC(=O)N1CCc2c(sc(NC(=O)c3ccc([N+](=O)[O-])o3)c2C(N)=O)C1 | -1 | / | 87* | 2 | 0 | / | / | 0
O=C(Cc1ccc([N+](=O)[O-])cc1)N1CCCCCC1 | / | 1 | -8 | / | / | -8 | 7 | -26
C(=C\c1ccccc1)/CN1CCN(C(CCc2ccccc2)c2nnnn2-c2ccc3c(c2)OCCO3)CC1 (stereo not drawn) | 12 | -3 | 43 | 5 | 1 | / | -7 | 13
O=C(O)c1c(NC(=O)N(CCO)Cc2ccccc2)sc2c1CCCC2 | 4 | -4 | -5 | 1 | -4 | -9 | 3 | 23
O=C(C[C@@H]1C[C@@H]2c3cc(NC(=O)NC4CCCCC4)ccc3O[C@@H]2[C@@H](CO)O1)NCc1cccnc1 | -11 | 0 | -4 | 54* | 9 | 1 | 8 | 8
CCOC(=O)C1C(C(=O)OCC)C(C)(C)C1N(C)C (stereo not drawn) | 2 | -1 | -13 | -4 | 1 | / | 11 | 20
O=C(O)CCCCCNCc1ccncc1 | -1 | 21 | / | -4 | 2 | -17 | 10 | /
Cc1cc(=O)[nH]c(COc2ccccc2)n1 | -6 | -22 | / | -5 | 4 | -8 | -2 | 13
COC(=O)c1c(NC(=S)Nc2ccc(F)cc2[N+](=O)[O-])sc2c1CCCCC2 | / | 4 | 9 | -7 | 1 | 1 | 9 | 2
CCc1ccc2c(c1)C(NC(C)=O)C(=O)N2CCN1CCOCC1 (stereo not drawn) | 5 | / | 0 | 11 | 5 | -32 | -3 | -9
CO[C@@H](CN(C)S(=O)(=O)c1ccc(F)cc1)[C@H](C)CN([C@@H](C)CO)S(=O)(=O)c1cccc(Cl)c1 | -11 | -8 | / | 1 | -3 | 29 | -20 | -2
C/C(=N\NC(N)=O)c1ccccc1 | / | 12 | 26 | / | / | -2 | 16 | 0
c1ccc2c(NC3C4CC5CC(C4)CC3C5)nc(N3CCOCC3)nc2c1 (stereo not drawn) | / | -27 | 19 | / | / | -1 | -32 | 6
COc1cccc(CNC(=O)C[C@H]2C=C[C@H](NC(C)=O)[C@@H](CO)O2)c1 | 0 | -1 | -5 | 5 | 0 | 4 | -2 | 11
CCC(=O)N(CC(C)C)C[C@@H]1[C@@H](c2ccccc2)[C@H](CO)N1C(=O)C1CCC1 | 6 | -8 | 5 | 0 | -4 | -9 | -1 | 0
C[C@@H]1CN([C@@H](C)CO)C(=O)c2cc(C#Cc3ccccc3F)cnc2O[C@H]1CN(C)C(=O)C1CCOCC1 | 40 | -7 | 10 | 4 | 3 | -2 | -9 | -10
